Screens deposited in PubChem by National Center for Advancing Translational Sciences (NCATS).
D1 potentiator – Potentiators of Human D1 Dopamine Receptor: qHTS. HEK293 TREx D1 cells, calcium flux, dopamine EC20 potentiation. potentiation, % at 10 µM. 360,000 compounds, 0.036% hits. AID 504651, 2011; in the data active = potentiation above about 30%; note: 0% is about no effect
D1 antag – Antagonist of Human D 1 Dopamine Receptor: qHTS. AID 504652, 2011. D(1A) dopamine receptor (Homo sapiens), P21728. HEK293 TREx D1 cells, calcium flux, dopamine EC80; hits give low values. 360,000 compounds, 3.2% hits. activity change, negative = inhibition, % at 10 µM; in the data active = activity change below about -30%; note: % is set by controls: 0 for no effect and ±100 for the full control effect
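Using tetracycline-induced force-coupled D1 Hek293 cells and a calcium dye, signals were followed for 180 s after compound, then for 180 s after EC80 dopamine, to detect inhibitors.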
D2 potentiator – HTS Assay for Positive Allosteric Modulators of the Human D2 Dopamine Receptor: Primary Screen for Potentiators | potentiation, % at 10 µM | HEK293 T-REx D2, calcium flux, EC20 dopamine potentiation | D(2) dopamine receptor (Homo sapiens), P14416 | 340,000 compounds, 0.34% hits;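 active = potentiation over 3 SD above the plate norm, cut at about 30% in these data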; note: 0% is about no effect
Target sequence (P14416 whole entry, looked up): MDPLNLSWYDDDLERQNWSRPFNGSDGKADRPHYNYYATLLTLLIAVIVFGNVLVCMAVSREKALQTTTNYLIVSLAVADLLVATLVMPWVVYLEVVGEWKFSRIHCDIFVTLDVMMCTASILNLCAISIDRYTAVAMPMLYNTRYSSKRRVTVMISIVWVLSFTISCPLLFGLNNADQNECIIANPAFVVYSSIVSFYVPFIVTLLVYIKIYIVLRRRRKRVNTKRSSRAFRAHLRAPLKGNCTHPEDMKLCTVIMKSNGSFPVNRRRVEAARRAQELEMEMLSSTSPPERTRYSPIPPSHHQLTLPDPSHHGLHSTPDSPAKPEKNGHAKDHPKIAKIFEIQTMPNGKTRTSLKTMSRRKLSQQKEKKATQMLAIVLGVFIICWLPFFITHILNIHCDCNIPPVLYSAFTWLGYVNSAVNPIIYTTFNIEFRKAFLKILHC
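Using a no-wash calcium dye in inducible, force-coupled HEK293 Trex cells expressing D2, we tracked fluorescence each second for 180 s after compound, then for 180 s after EC20 dopamine to detect augmented signalling.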
Vif-APOBEC3G blk – qHTS for Inhibitors of Vif-A3G Interactions: qHTS. DNA dC->dU-editing enzyme APOBEC-3G (Homo sapiens), Q9HC16. HeLa A3G-eYFP + Vif (tagged APOBEC3G with the HIV-1 protein that degrades it), YFP fluorescence, overnight. Potency, µM (doses to about 46.1 µM), for inactives: at the top dose activity, negative = active, usual class: inhibitors. 410,000 compounds, 0.076% hits. AID 602310, 2012;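 note: potency is the fitted concentration of half-maximal effect; % is set by controls: 0 for no effect and ±100 for the full control effect; nearly all actives have a fitted effect of over 60% in size; hits raise eYFP signal because A3G escapes Vif-driven loss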
Target sequence (Q9HC16 whole entry, looked up): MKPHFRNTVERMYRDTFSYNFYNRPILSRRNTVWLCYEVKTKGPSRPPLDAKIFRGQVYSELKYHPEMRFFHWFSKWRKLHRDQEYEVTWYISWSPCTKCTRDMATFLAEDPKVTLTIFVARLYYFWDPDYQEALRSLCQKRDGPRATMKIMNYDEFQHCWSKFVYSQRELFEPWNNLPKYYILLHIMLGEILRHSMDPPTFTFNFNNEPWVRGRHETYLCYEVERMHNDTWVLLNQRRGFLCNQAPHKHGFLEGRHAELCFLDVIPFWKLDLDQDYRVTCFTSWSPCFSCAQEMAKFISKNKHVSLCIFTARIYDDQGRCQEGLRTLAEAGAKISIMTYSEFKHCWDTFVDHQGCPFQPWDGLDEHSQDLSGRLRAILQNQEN
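Read-out is eYFP fluorescence (Ex 488/Em 500-530) from Vif-expressing HeLa A3G-eYFP cells; more signal means A3G escaped Vif-mediated degradation. Cells plated overnight, compound pinned in, incubated overnight at 37 deg C.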
RXFP1 agonist – qHTS Assay for Agonists of the Relaxin Receptor RXFP1; 370,000 compounds, 0.3% hits; Potency, µM (titrated, usually from 57.5 µM), without a hit: at the highest dose activation, hits mostly activators; Relaxin receptor 1 (Homo sapiens), Q9HBX9; HEK293T-RXFP1 cAMP TR-FRET, 30 min; response scale: percent of porcine relaxin response, buffer zero; AID 2676, 2010; note: potency is the fitted concentration of half-maximal effect; % is set by controls: 0 for no effect and ±100 for the full control effect; nearly all actives have a fitted effect of over 60% in size; many of its hits are not listed in these tables
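Agonist response is measured as cAMP accumulation in an RXFP1-transfected HEK293T line under PDE4 inhibition. Values are scaled between buffer-only and 29 nM porcine relaxin, and EC50s come from standard Hill equation fits.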
LDHA inh – qHTS assay for inhibitors of human lactate dehydrogenase | activity change, % (values are at about 110 or 230 µM) | 480,000 compounds, 0.15% hits | AID 1347041, 2019 | L-lactate dehydrogenase A chain (Homo sapiens), P00338 | purified LDHA, NADH/diaphorase-resazurin fluorescence; hits give low values; in the data active = activity change below about -30%; inconclusive = mostly about -25% to -30%;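 note: plate controls were DMSO wells for no effect and wells without enzyme for full effect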
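Human LDH5 at 2 nM final in Tris HCl pH 7.4 with 0.06 mM NADH and 0.2 mM pyruvate, reacted 5 minutes at room temperature. Remaining NADH coupled via diaphorase/resazurin; resorufin fluorescence read at 0 and 20 minutes, normalized to enzyme-free and DMSO wells.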
D1 ag – Allosteric Agonists of the Human D1 Dopamine Receptor: qHTS; AID 504660, 2011; 360,000 compounds, 1% hits; HEK293 T-REx D1 cells, calcium flux, agonist mode; activation, % at 2 µM; D(1A) dopamine receptor (Homo sapiens), P21728; in the data active = activation above about 30%; note: 0% is about no effect
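Agonism was scored from calcium flux recorded over 180 s (1 read/s) after pintool compound addition, following a 10-cycle baseline. Cells were inducible force-coupled HEK293 TREx D1, plated overnight at 30 C and loaded with no-wash calcium dye.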
Vif-A3F inh – qHTS for Inhibitors of Vif-A3F Interactions: qHTS. HeLa A3F-eYFP + Vif (tagged APOBEC3F with the HIV-1 protein that degrades it), YFP fluorescence increase. Potency, µM (doses to about 46.1 µM), inactives show at the highest dose activity, negative = active. 390,000 compounds, 0.2% hits. AID 602313, 2012; note: potency is the fitted concentration of half-maximal effect; % of control where 0% means no effect; nearly all actives have a fitted effect of over 65% in size
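HeLa cells stably expressing Vif plus C-terminally eYFP-tagged A3F were seeded, incubated overnight at 37 deg C, dosed with compound, incubated overnight again at 37 deg C. Yellow fluorescence (Ex 488/Em 500-530) reported blocked Vif-mediated A3F-eYFP degradation.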
GRP78 ERSR act – qHTS for Inducers of the Endoplasmic Reticulum Stress Response (ERSR) in Human Glioma: qHTS. U87-MG GRP78 promoter luciferase reporter, 16 h. Potency, µM, without a hit: at the top dose activation, hits mostly activators. 420,000 compounds, 0.02% hits. AID 602332, 2012; note: potency is the fitted concentration of half-maximal effect; series mostly up to about 76 µM; % of control where 0% means no effect; nearly all actives have a fitted effect of over 35% in size
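ERSR induction read as luciferase luminescence (Bright-Glo, 10 min at room temperature) in stably transfected human U87-MG glioma cells exposed to compounds for 16 h, using GRP78 as sensor.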
Numbers without * were called inactive; & = joins results of further samples. Unless noted, calls come from the whole dose curve; as a rule, active = well fitted curve in the direction sought with a large enough effect; inconclusive = small, poorly fitted or top-dose-only effect, or another doubt; inactive = no such curve, though single readings can be large; an effect the other way counts as inactive or inconclusive. An excerpt; rates above refer to the full screens.

`CN(C)/C=C/C(=O)c1ccc(Br)s1` gave D1 potentiator 6, D1 antag -9, D2 potentiator 7, Vif-APOBEC3G blk 4%, RXFP1 agonist 8.8%, LDHA inh -2, D1 ag 1, Vif-A3F inh 4% and GRP78 ERSR act 1%.
Screening O=C(Nc1ccccc1C(=O)O)c1ccc(NC(=O)C2CC2)cc1 returned D1 potentiator -6, D1 antag -11, D2 potentiator 4, Vif-APOBEC3G blk 1%, RXFP1 agonist inconclusive, LDHA inh -13, D1 ag 1, Vif-A3F inh -20% and GRP78 ERSR act -10%.
`Cc1noc(C)c1S(=O)(=O)Nc1ccc(C(=O)N2CCN(c3ccc(F)cc3)CC2)cc1` gave D1 potentiator 2, D1 antag -13, D2 potentiator 2, Vif-APOBEC3G blk -1%, RXFP1 agonist 1.2%, LDHA inh 0, D1 ag 2, Vif-A3F inh inconclusive and GRP78 ERSR act -3%.
`Cc1ccc(Cl)c(OCC(=O)Nc2sc(C)c(C)c2C#N)c1` gave D1 potentiator -3, D1 antag 2, D2 potentiator 14, Vif-APOBEC3G blk 0%, RXFP1 agonist -0.1%, LDHA inh -2, D1 ag 5, Vif-A3F inh -11% and GRP78 ERSR act 0%.
OC(CNCC1COc2ccccc2O1)COc1ccccc1F (stereo not drawn) was read as D1 potentiator 2, D1 antag 5, D2 potentiator -36, Vif-APOBEC3G blk 0%, RXFP1 agonist 0.2%, LDHA inh -6, D1 ag 8, Vif-A3F inh -8% and GRP78 ERSR act 0%.
Screening Cn1c(CCNC(=O)c2cc(COc3ccc(F)c(F)c3)on2)nc2ccccc21 returned D1 potentiator -4, D1 antag 2, D2 potentiator 0, Vif-APOBEC3G blk -3%, RXFP1 agonist 0.1%, LDHA inh 0, D1 ag 3, Vif-A3F inh -8% and GRP78 ERSR act 7%.
`O=C(NCc1ccccc1)C1CCCC1` gave D1 potentiator 0, D1 antag -1, D2 potentiator -2, RXFP1 agonist 0.4% and D1 ag 4.
For Cc1ccc(CNC(=O)C2CCN(S(=O)(=O)c3cnc[nH]3)CC2)cc1 the results were D1 potentiator -5, D1 antag -5, Vif-APOBEC3G blk -3%, RXFP1 agonist -0.3%, LDHA inh -5, D1 ag 0, Vif-A3F inh -2% and GRP78 ERSR act -4%.
For COc1cccc(CN2CCNC(=O)C2CC(=O)NCCCC2CCCC2)c1OC (stereo not drawn) the results were D1 potentiator 8, D1 antag 16, D2 potentiator -1, Vif-APOBEC3G blk 0%, RXFP1 agonist 2.8%, LDHA inh -6, D1 ag 5, Vif-A3F inh 3% and GRP78 ERSR act -3%.
COc1ccc(CCNC(=O)Cn2cccc2C(=O)c2ccccc2C)cc1OC was read as D1 potentiator -3, D1 antag 1, D2 potentiator 1, Vif-APOBEC3G blk 0%, RXFP1 agonist 1.1%, LDHA inh -4, D1 ag 5, Vif-A3F inh -11% and GRP78 ERSR act -3%.
For CC(C)c1nc2ccc(NC(=O)C34CC5CC(CC(C5)C3)C4)cc2[nH]1 the results were D1 potentiator 1, D1 antag -18, D2 potentiator 22, Vif-APOBEC3G blk -3%, RXFP1 agonist -0.3%, LDHA inh 0, D1 ag 1, Vif-A3F inh 1% and GRP78 ERSR act 2%.
For CCC(C)[C@H](NC(=O)NCc1cccc(OC)c1)C(=O)O (stereo partly drawn) the results were D1 potentiator -2, D1 antag 6, D2 potentiator -2, Vif-APOBEC3G blk 3%, RXFP1 agonist -0.8%, LDHA inh -4, D1 ag 2, Vif-A3F inh -6% and GRP78 ERSR act -4%.
Screening Cc1cc(C)c(NC(=S)N(CCN(C)C)C(C)c2cccnc2)c(C)c1 (stereo not drawn) returned D1 potentiator 5, D1 antag 17, D2 potentiator 0, Vif-APOBEC3G blk 1%, RXFP1 agonist -0.2%, LDHA inh -13, D1 ag 2, Vif-A3F inh 2% and GRP78 ERSR act 7%.
Screening Cc1ccc(OC(=O)c2cc(-c3ccccc3)nc3ccc(C)cc23)cc1 returned D1 potentiator -2, D1 antag -6, D2 potentiator 6, Vif-APOBEC3G blk 1%, RXFP1 agonist 3.7%, LDHA inh -16, D1 ag 1, Vif-A3F inh -8% and GRP78 ERSR act -2%.
`O=C(NCc1cn2ccsc2n1)Nc1cccc(Cl)c1` gave D1 potentiator -2, D1 antag -2, D2 potentiator -7, Vif-APOBEC3G blk -8%, RXFP1 agonist 1.0%, LDHA inh -5, D1 ag 1, Vif-A3F inh 4% and GRP78 ERSR act 4%.
`c1ccc2[nH]c(CSc3ncnc4c3oc3ccccc34)nc2c1` gave D1 potentiator -12, D1 antag -24, D2 potentiator -3, Vif-APOBEC3G blk 6%, RXFP1 agonist 25µM*, LDHA inh -4, D1 ag 7, Vif-A3F inh -6% and GRP78 ERSR act 7%.
Screening CCOc1ccc(NC(=O)c2ccc3c(c2)S(=O)(=O)N=C2CCCCCN23)cc1 returned Vif-APOBEC3G blk 0%, LDHA inh -1, Vif-A3F inh 2% and GRP78 ERSR act 4%.
`CCN(CC(=O)N1CCCC1)S(=O)(=O)c1ccc(Br)cc1` gave D1 potentiator 8, D1 antag 9, D2 potentiator -1, Vif-APOBEC3G blk 1%, RXFP1 agonist -0.1%, LDHA inh -9, D1 ag 5, Vif-A3F inh 3% and GRP78 ERSR act -4%.
For CCOc1ccc(CC(=O)Nc2sc(Cc3ccccc3)c(C)c2C(N)=O)cc1OCC the results were D1 potentiator -2, D1 antag 8, D2 potentiator -3, Vif-APOBEC3G blk -15%, RXFP1 agonist 12%, LDHA inh 5, D1 ag 4, Vif-A3F inh 1% and GRP78 ERSR act -2%.
Screening Cc1ccc(CN(Cc2ccco2)C(=O)c2ccccc2Cl)o1 returned D1 potentiator 1, D1 antag -1, D2 potentiator 3, Vif-APOBEC3G blk 5%, RXFP1 agonist 1.9%, LDHA inh 1, D1 ag -1, Vif-A3F inh -3% and GRP78 ERSR act -3%.

Reprinted from the part before: 2 entries, followed by the next part.
For CCOc1ccc(CC(=O)Nc2sc(Cc3ccccc3)c(C)c2C(N)=O)cc1OCC the results were D1 potentiator -2, D1 antag 8, D2 potentiator -3, Vif-APOBEC3G blk -15%, RXFP1 agonist 12%, LDHA inh 5, D1 ag 4, Vif-A3F inh 1% and GRP78 ERSR act -2%.
Screening Cc1ccc(CN(Cc2ccco2)C(=O)c2ccccc2Cl)o1 returned D1 potentiator 1, D1 antag -1, D2 potentiator 3, Vif-APOBEC3G blk 5%, RXFP1 agonist 1.9%, LDHA inh 1, D1 ag -1, Vif-A3F inh -3% and GRP78 ERSR act -3%.
`CC(C)(C)c1ccc(S(=O)(=O)N2CCN(C(=O)c3ccc4c(c3)C(=O)N(Cc3ccncc3)C4=O)CC2)cc1` gave D1 potentiator -6, D1 antag 0, D2 potentiator 7, Vif-APOBEC3G blk -3%, RXFP1 agonist -0.2%, LDHA inh -2, D1 ag 0, Vif-A3F inh 6% and GRP78 ERSR act -6%.
Screening OCCNc1nc2nonc2nc1NCCO returned D1 potentiator 5, D1 antag 6, D2 potentiator 2, Vif-APOBEC3G blk 0%, RXFP1 agonist 1.6%, LDHA inh -1, D1 ag 3, Vif-A3F inh 1% and GRP78 ERSR act -2%.
Screening CCOC(=O)C(=O)Nc1ccc(OC)c(Cl)c1 returned D1 potentiator 1, D1 antag 3, D2 potentiator -8, Vif-APOBEC3G blk 3%, RXFP1 agonist 0.8%, LDHA inh -4, D1 ag 2, Vif-A3F inh 7% and GRP78 ERSR act -1%.
For CCN1CCN(c2nc(-c3ccncc3)nc3ccccc23)CC1 the results were D1 potentiator -6, D1 antag -26, D2 potentiator -8, RXFP1 agonist 0.3% and D1 ag 1.
Screening COc1ccc(NC(=O)Cn2ccc(C(F)(F)F)n2)cc1S(=O)(=O)N1CCOCC1 returned Vif-APOBEC3G blk -1%, LDHA inh 1, Vif-A3F inh -9% and GRP78 ERSR act -5%.
Cc1ccc([C@H]2C[C@@H](n3cc(COC(=O)c4ccccc4)nn3)[C@H](O)CN2Cc2cccs2)cc1 was read as Vif-APOBEC3G blk 0%, LDHA inh -1, Vif-A3F inh 2% and GRP78 ERSR act -2%.
Cn1cccc1Cc1nnc(SCC(=O)NCC2CCCO2)n1-c1ccc(F)cc1 (stereo not drawn) was read as D1 potentiator -6, D1 antag 6, D2 potentiator 7, Vif-APOBEC3G blk 0%, RXFP1 agonist -0.4%, LDHA inh -3, D1 ag 3, Vif-A3F inh -1% and GRP78 ERSR act -5%.
`Nn1c(SCC(=O)NCCN2C(=O)CSC2=O)nnc1-c1ccc(OC(F)F)cc1` gave D1 potentiator -7, D1 antag -5, D2 potentiator -3, Vif-APOBEC3G blk 0%, RXFP1 agonist 0.7%, LDHA inh -2, D1 ag 0, Vif-A3F inh 11% and GRP78 ERSR act -3%.
Fc1ccc(Nc2ncnc3onc(-c4ccc(Cl)cc4)c23)cc1Cl was read as D1 potentiator 2, D1 antag -4, D2 potentiator -4, Vif-APOBEC3G blk -5%, RXFP1 agonist 3.9%, LDHA inh 5&2, D1 ag 5, Vif-A3F inh 3% and GRP78 ERSR act -3%.
Screening COc1ccc(CN2CCN(c3ccccn3)CC2)cc1OCc1ccccc1 returned D1 potentiator -4, D1 antag -24, D2 potentiator -21, Vif-APOBEC3G blk 0%, RXFP1 agonist -1.9%, LDHA inh -22, D1 ag 0, Vif-A3F inh -16% and GRP78 ERSR act 0%.
Screening Cc1nc(SCC(=O)N2CCOCC2)c2ccsc2n1 returned D1 potentiator 7, D1 antag -11, D2 potentiator 5, Vif-APOBEC3G blk 3%, RXFP1 agonist 2.8%, LDHA inh -8, D1 ag 1, Vif-A3F inh 5% and GRP78 ERSR act -1%.
